Bioassay records as filed in PubChem.
AddAB inh – less growth of phage-infected E. coli with AddAB | E. coli expressing H. pylori AddAB, absorbance growth | 0.29% of 330,000 active | AID 435030 | inhibition, % at 11.9 µM; in the data active means inhibition above about 12%;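 further: 0% = vehicle wells of infected cells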
E coli growth – reduces bacterial viability in AddAB counter-screen. inhibition, % at 11.9 µM. 0.27% of 330,000 active. E. coli V3065 growth, OD600 absorbance, 18 h;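 active means inhibition above the campaign's mean inhibition across all tested compounds plus 3 SD, cut at about 9.9% in these data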;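 further: uninfected addAB+ strain grown without phage in ampicillin broth; 0% = DMSO wells and 100% = ciprofloxacin 0.95 µg/ml wells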
Mot1-301 SUMO – SUMOylation pathway inhibition by Mot1-301 growth rescue. 1% of 320,000 active. S. cerevisiae Mot1-301 growth rescue, ATP luminescence, 38.5C; percent above DMSO median, 100 means doubled. AID 2716. growth rescue, % at 18.8 µM;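 active means every valid replicate shows activation above 250% relative to neutral control wells; inactive means the rest, any valid replicate at or below 250%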;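 further: OY570 slx delta 5 strain wells were the positive control but not used for scaling; some compounds called inactive have numbers as strong as hits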
PKA-R2B activ – activates the human PKA-R2B holoenzyme complex; P22694+P31323; PKA-R2B holoenzyme dissociation, Cy5-IP20 fluorescence polarization; R2B truncated from residue 108, S112A mutant; 0% DMSO only, 100% 113 µM cGMP; activation, % at 11.4 µM; 0.079% of 340,000 active;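 active means activation above a cutoff set at the mean over all compounds plus 3 SD, cut at about 18% in these data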;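 further: higher means more holoenzyme dissociation and a rise in polarization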
Target sequence (P31323 whole entry, looked up, other chains not shown, the tested form may be a part): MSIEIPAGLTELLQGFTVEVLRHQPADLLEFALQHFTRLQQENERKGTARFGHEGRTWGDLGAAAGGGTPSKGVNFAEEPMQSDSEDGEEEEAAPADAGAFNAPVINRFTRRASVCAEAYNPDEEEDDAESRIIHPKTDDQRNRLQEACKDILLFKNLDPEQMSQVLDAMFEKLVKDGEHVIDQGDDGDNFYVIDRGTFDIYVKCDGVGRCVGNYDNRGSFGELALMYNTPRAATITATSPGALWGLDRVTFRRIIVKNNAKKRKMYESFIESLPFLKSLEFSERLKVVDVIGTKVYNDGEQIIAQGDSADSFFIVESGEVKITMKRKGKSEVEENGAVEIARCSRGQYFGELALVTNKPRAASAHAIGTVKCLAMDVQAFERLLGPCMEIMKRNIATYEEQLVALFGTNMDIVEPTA
HTR5A inv ctr – HTR5A inverse agonism, opioid heterodimer counter-screen | P47898 | HTR5A cell line, luminescence | inhibition, % at 9.3 µM | 0.083% of 340,000 active; in the data active means inhibition mostly above about 23%, no sharp cut-off; inactive means mostly below about 18%;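 further: 0% = cells with DMSO and 100% = no-cell wells with DMSO; some compounds called inactive have numbers as strong as hits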
Target sequence (P47898 whole entry, looked up): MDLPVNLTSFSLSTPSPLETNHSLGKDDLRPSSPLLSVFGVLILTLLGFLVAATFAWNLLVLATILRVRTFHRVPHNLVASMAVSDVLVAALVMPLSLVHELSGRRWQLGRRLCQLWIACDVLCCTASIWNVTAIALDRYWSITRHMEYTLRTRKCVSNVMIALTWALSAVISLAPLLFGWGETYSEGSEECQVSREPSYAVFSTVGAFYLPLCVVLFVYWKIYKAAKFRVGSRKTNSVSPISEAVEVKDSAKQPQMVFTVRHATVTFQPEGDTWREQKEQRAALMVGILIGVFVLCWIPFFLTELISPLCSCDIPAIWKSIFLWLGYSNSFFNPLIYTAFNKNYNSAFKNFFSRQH
MOR-DOR inv ag – inverse agonists of human mu-delta opioid receptor heterodimerization; cell-based MOR-DOR heterodimer luminescence, inverse agonism; 0.21% of 340,000 active; AID 504357; inhibition, % at 9.3 µM; in the data active means inhibition above about 22%, passing the limit was not always enough;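 further: 0% = cells with DMSO and 100% = wells without cells with DMSO; values of inactives mirror those of a sister screen read the other way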
PKA-R1A act – PKA-R1A complex activation; P00514+P68181; PKA-R1A dissociation, Cy5-IP20 fluorescence polarization; scaled: DMSO 0%, 113 µM cGMP 100%; activation, % at 11.4 µM; 0.083% of 340,000 active;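 active means percent activation above the mean of all tested compounds plus 3 SD, cut at about 19% in these data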;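 further: higher means more PKAc released from R1A so a rise in polarization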
phage Ecoli inh – E. coli growth loss with phage present; 0.26% of 360,000 active; AID 651602; growth absorbance; inhibition, % at 11.9 µM; in the data active means inhibition above about 11%
PfHsp90 yeast 2 – growth inhibition of yeast expressing Plasmodium Hsp90. inhibition, % at 9.4 µM. 0.32% of 310,000 active. S. cerevisiae expressing PfHsp90, BacTiter-Glo ATP, 48 h; yeast lacking PDR1 and PDR3 efflux regulators. AID 504621;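 active means every replicate shows inhibition above about 80%, whatever the replicate mean, limit read from the data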;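 further: 0% = DMSO neutral controls and 100% = 20 µM radicicol positive controls; yeast relying on Plasmodium falciparum Hsp90 in place of its own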
OPRM1-OPRD1 ag – agonists of human mu-delta opioid receptor heterodimerization; P35372+P41143; cells, OPRM1-OPRD1 heterodimerization, luminescence; AID 504326; 0.3% of 340,000 active; activation, % at 9.3 µM; in the data active means activation above about 18%;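 further: 0% = vehicle-treated cells and 100% = reference agonist; values of inactives mirror those of a sister screen read the other way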
Tat export inh – inhibitors of E. coli Tat protein transport | E. coli MC4100 TorA-mCherry Tat export, fluorescence | inhibition, % at 10 µM | 0.036% of 340,000 active | AID 488895;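 active means mean replicate inhibition at least 50% and at least half of replicates individually reaching 50%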;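 further: exported cargo escapes ClpAP degradation while cytoplasmic cargo is degraded and loses fluorescence; 0% = median of neutral control wells and 100% = median of NaSCN control wells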
* = called active by the depositor; nt = not tested or not shown; & = joins results of further samples; ! = not active in a repeat.

Structure | AddAB inh | E coli growth | Mot1-301 SUMO | PKA-R2B activ | HTR5A inv ctr | MOR-DOR inv ag | PKA-R1A act | phage Ecoli inh | PfHsp90 yeast 2 | OPRM1-OPRD1 ag | Tat export inh
CCOC(=O)C1CCCN(CCC(C)c2ccccc2)C1 (centres undefined) | 0.8 | -0.7 | -16 | 2 | 2 | -6 | -1 | -0.2 | nt | 1.1 | -5
CCn1c(SCC(=O)N2CC(=O)Nc3ccccc32)nnc1-c1ccoc1C | 0.2 | -2.2 | 39 | 10 | -19 | 17 | 0 | 0.6 | 5 | -3.0 | -6
CCn1nnnc1SCC(=O)N1CCCc2ccccc21 | 0.6 | 0.5 | -5 | -11 | 29 | -8 | 3 | 1.3 | -31 | 1.4 | -14
COc1ccc2[nH]c3c(=S)nc[nH]c3c2c1 | -0.2 | -0.8 | 12 | 4 | 14 | -2 | -3 | 2.7 | 5 | 0.4 | -3
COc1ccccc1C(=O)NCC1CCN(c2ccc(S(=O)(=O)N3CCOCC3)cc2)CC1 | 0.3 | 0.5 | -14 | 9 | -11 | 2 | -4 | -0.5 | 14 | -0.4 | -6
CCOc1ccccc1CN1CCNC(=O)C1CC(=O)N(C)C1CCOCC1 (centres undefined) | 0.8 | 0.6 | 2 | -1 | 9 | 7 | -8 | 1.9 | -6 | -1.4 | -7
CN1/C(=C\C(=O)c2cccnc2Cl)C(C)(C)c2ccccc21 | -2.4 | 0.6 | -12 | 10 | 15 | 13 | -1 | 2.3 | -12 | -2.6 | -4
CCOC(=O)C1=C(N)Oc2ccc3ccccc3c2C1c1ccc(O)cc1 (centres undefined) | 0.0 | 1.1 | -2 | -6 | -2 | -10 | -12 | 2.9 | 0 | 1.9 | 12
COC(=O)c1cc(-c2ccc(Br)cc2)c2c(=O)[nH]c(=O)n(C)c2n1 | -0.2 | -2.1 | 6 | 1 | -8 | 6 | -6 | -0.7 | -19 | -1.2 | -6
CCCN(C(=O)CCSc1ccc(F)cc1)c1c(N)n(Cc2ccccc2)c(=O)[nH]c1=O | 5.1 | -1.4 | 26 | -1 | -21 | 12 | -2 | -0.9 | 27 | -2.3 | 1
Cc1ccc(C)c(NC(=O)c2cc(S(=O)(=O)N3CCOCC3)cn2C)c1 | 0.5 | 0.8 | 3 | 3 | -76 | -3 | 4 | 2.4 | 11 | 0.6 | 5
CCn1nnnc1SCC(=O)Nc1ccc2c(c1)OCO2 | 0.9 | -0.6 | 52 | 4 | -2 | 14 | -1 | 2.2 | -11 | -2.7 | -2
C=CCn1c[n+](CC(=O)c2ccc(Br)s2)c2ccccc21 | 6.0 | 5.5 | 171 | nt | nt | nt | nt | 3.5 | -13 | nt | 9
CCc1ccc(CNC(=O)c2ccc(NC(=O)C3=CSCCO3)cc2)cc1 | 1.9 | 1.9 | 5 | 2 | -7 | -26 | -5 | 2.6 | -29 | 5.0 | 6
Cc1cc(NC(=O)NC2CC(=O)N(c3ccc4c(c3)OCCO4)C2)no1 (centres undefined) | -1.6 | -0.1 | 23 | -5 | 24 | 10 | -3 | 1.8 | 8 | -1.9 | -10
COc1ccccc1OCC(=O)Nc1ccc2c(c1)OCO2 | 1.2 | -1.3 | 46 | 6 | -6 | -7 | -3 | 2.0 | 3 | 1.0 | 7
Cc1ccc(NC(=O)/C(=C/c2ccco2)c2ccccc2)c(C)c1 | 3.5 | -1.5 | 1 | 6 | 9 | -21 | 7 | 1.4 | -19 | 5.0 | 8
CSc1ccc(S(=O)(=O)N2CCC(C(=O)NCC3CCCO3)CC2)cc1 (centres undefined) | 0.0 | 1.3 | 25 | -8 | -9 | 11 | 0 | 0.6 | 9 | -1.7 | 4
Cc1cccc(-c2nc3ccccc3c(=O)n2NC(=O)c2cccnc2Cl)c1 | -2.9 | -2.0 | -9 | -4 | 1 | 6 | -4 | 3.0 | 13 | -1.1 | -4
CCOC(=O)C1CCN(c2ccc([N+](=O)[O-])cc2S(=O)(=O)N2CCOCC2)CC1 | 3.4 | -0.8 | -13 | 1 | 19 | 18 | -5 | -1.0 | -46 | -3.5 | -2
O=C(CSc1nnc(-c2ccc(O)cc2)o1)Nc1ccccc1 | 1.9 | -0.4 | 95 | -7 | -9 | 10 | 3 | 1.5 | -8 | -1.9 | -6
COc1cccc(-c2nn(-c3ccccc3)cc2CNC(C)Cn2cncn2)c1 (centres undefined) | -0.2 | -0.6 | 0 | -2 | 6 | 18 | -2 | 2.2 | -4 | -3.5 | -8
COc1cc(/C=N/NC(=O)c2c(C)nc3ccc(Cl)cn23)cc(OC)c1OC | nt | nt | -7 | 6 | -25 | -1 | 6 | 2.2 | 3 | 0.2 | 20
CCOC(=O)N1CCN(C(=O)CNC(=O)C23CC4CC(CC(C4)C2)C3)CC1 | 3.4 | 0.1 | 7 | 2 | -5 | 7 | -1 | -1.0 | -6 | -1.4 | -10
O=C(Nc1ccc(F)cc1)C1CCN(S(=O)(=O)c2ccc3[nH]c(=O)oc3c2)CC1 | 3.0 | 1.1 | 176 | -1 | 5 | 7 | 3 | 0.2 | 11 | -1.3 | -1
C/C(=N\NC(=O)c1nnn(-c2nonc2N)c1C)c1ccc(-c2ccccc2)cc1 | 2.0 | -1.4 | -2 | -2 | 3 | 8 | -2 | 0.2 | 13 | -1.3 | 5
COc1cc(CN2CCN(C(=O)CC(C)C)CC2)cc(OC)c1OC | 2.6 | -0.1 | -12 | -1 | -18 | 1 | -6 | 0.6 | -3 | -0.1 | -9
COc1cc(OC)cc(C(=O)Nc2ccc(S(=O)(=O)Nc3ccccn3)cc2)c1 | 2.6 | 0.4 | 0 | -14 | -7 | 11 | 7 | 1.6 | 28 | -2.1 | 1
CCOC(=O)NC1CCS(=O)(=O)C1 (centres undefined) | 1.5 | -1.0 | 4 | -1 | -30 | 12 | -6 | -0.9 | 17 | -2.0 | -4
O=C(Nc1nc2ccccc2[nH]1)c1ccccc1 | 2.0 | -4.3 | -12 | -5 | 5 | -4 | -4 | 0.5 | 21 | 0.7 | 7
CN(Cc1ccccc1)CC(O)COc1ccc(CNCc2ccc(Cl)s2)cc1 (centres undefined) | 1.6 | 0.0 | 18 | 1 | 2 | -43 | 0 | 6.0 | -7 | 9.1 | 1
COc1ccc(C(C(=O)NCC2CCCO2)N(Cc2ccco2)C(=O)c2snc(C(N)=O)c2N)cc1OC (centres undefined) | 1.2 | 0.9 | 9 | 5 | -31 | 5 | 10 | -0.6 | 6 | -0.9 | -6
Cc1c(C(=O)N2CCCC(C(F)(F)F)C2)oc2ccccc12 (centres undefined) | -1.6 | 0.2 | 3 | 5 | -6 | -9 | 10 | 1.6 | 4 | 2.2 | -10
Cc1ccc(CSc2nnc(-c3cccnc3)n2N)cc1 | 1.7 | -0.7 | -25 | -9 | 2 | 1 | -5 | 2.7 | nt | -0.2 | 3
COc1ccc(NS(=O)(=O)c2ccc(NC(=O)C(C)(C(F)(F)F)C(F)(F)F)cc2)nn1 | 0.9 | -1.1 | -7 | -4 | 11 | 11 | -3 | 3.0 | -2 | -2.1 | -2
CC(=O)OC1COC(n2ccc3ccccc32)C(OC(C)=O)C1OC(C)=O (centres undefined) | -0.2 | 0.0 | 3 | 2 | -9 | 13 | -4 | 2.5 | 69 | -2.6 | -4
O=C(CN1C(=O)NC2(CCCCCCC2)C1=O)N1CCOCC1 | 0.8 | 1.2 | -5 | -6 | 16 | 2 | 1 | nt | -18 | -0.3 | 1
CCOC(=O)C1CCCN(C(=O)CN2C(=O)C(CC)Oc3ccc(C)cc32)C1 (centres undefined) | 0.9 | -0.5 | -12 | 6 | 6 | -3 | -4 | 0.5 | 7 | 0.4 | -2
COc1ccc(C2=NOC(Cn3nc(C(=O)NCc4ccccc4OC)cc3-c3ccccc3)C2)cc1 (centres undefined) | 1.0 | -1.5 | 2 | -5 | -6 | 6 | 10 | 0.8 | 5 | -1.1 | 9
O=C(Nc1ccc2c(c1)OCCO2)c1cccc(S(=O)(=O)N2CCCCC2)c1 | 1.6 | 0.4 | -4 | -4 | 4 | 10 | -4 | 2.9 | nt | -1.9 | 0
O=C1c2ccccc2[C@@H]2C[C@H]3O[C@H]3CCN12 | -1.1 | 1.2 | nt | 1 | 4 | 13 | 3 | 1.2 | -8 | -2.5 | -5
CCn1c(SCC(=O)Nc2cc(C)on2)nc2c(c1=O)SC(C)C2 (centres undefined) | 3.2 | 3.2 | -5 | 5 | -9 | 10 | -5 | 3.8 | -17 | -1.8 | -5
Cc1nnc(Oc2ccccc2F)c2ccccc12 | -1.6 | -1.7 | -20 | 3 | -6 | 5 | -5 | 3.5 | 10 | -0.8 | -4
O=C1c2ccccc2-c2ncnc3c(N4CCOCC4)cc(N4CCOCC4)c1c23 | 0.7 | -0.8 | 36 | -18 | -1 | 8 | -18 | 1.1 | 29 | -1.5 | 24
O=C(CSc1n[nH]c(-c2ccccn2)n1)Nc1ccccc1 | 1.5 | -4.6 | 184 | 2 | -2 | 23 | 2 | -5.8 | 8 | -3.3 | 2
Cc1cccc(CNc2ncnc3ccc(-c4ccc5c(c4)OCCO5)cc23)c1 | 0.3 | -0.4 | -21 | -14 | -26 | -4 | -3 | 3.2 | 3 | 0.7 | -8
CC1(C)O[C@H]2CC(=O)OC[C@]23[C@H]2CC[C@@]4(C)[C@H](c5ccoc5)OC(=O)[C@H]5O[C@]54[C@]2(C)[C@@H](O)C[C@@H]13 | 4.5 | 2.0 | 16 | 9 | 11 | 12 | 0 | 2.6 | -13 | -2.2 | -3
NS(=O)(=O)c1cc2c(cc1Cl)NC(Cc1ccccc1)NS2(=O)=O (centres undefined) | 4.1 | -0.1 | 200 | -3 | -11 | 7 | 4 | 1.4 | -1 | -1.6 | -3
CC(N)C12CC3CC(CC(C3)C1)C2 (centres undefined) | 5.3&1.8 | 0.0&0.9 | 329*! | -9&12 | 10&7 | 2&2 | -9&3 | 3.9&2.5 | -14&-32 | -0.4&-0.4 | -3&17
CCCCc1nnc(NC(=O)C2CCCO2)s1 (centres undefined) | 0.0 | 1.6 | -9 | 14 | 8 | -1 | 0 | 1.6 | nt | 0.2 | 0
Cc1ccc(S(=O)(=O)N/N=C/c2cn(C)nc2C)cc1 | 2.5 | 2.3 | -8 | -2 | 7 | 12 | -5 | 1.8 | 7 | -2.6 | -7
CC(OC(=O)CCCc1c[nH]c2ccccc12)C(=O)Nc1ccc(S(N)(=O)=O)cc1 (centres undefined) | -0.7 | -0.1 | -11 | -2 | 7 | 10 | -4 | 1.9 | nt | -1.8 | -3
